Screening results: PubChem, several laboratories
NTR1 agonist = NTR1-driven beta-arrestin-GFP spot formation – imaging, U2OS cells, high content, primary screen (AID 493036). agonist mode. 330,000 compounds, 0.17% hits. activation, % at 20 µM;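 active means activation at or above 40% of the spot to cytoplasm intensity ratio, with at least 20 cells analyzed; inconclusive means wells under 20 cells, flagged as cytotoxic or low count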;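 further: 0% = DMSO without peptide and 100% = 100 nM NTR1 peptide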
Target sequence (P30989 whole entry, looked up): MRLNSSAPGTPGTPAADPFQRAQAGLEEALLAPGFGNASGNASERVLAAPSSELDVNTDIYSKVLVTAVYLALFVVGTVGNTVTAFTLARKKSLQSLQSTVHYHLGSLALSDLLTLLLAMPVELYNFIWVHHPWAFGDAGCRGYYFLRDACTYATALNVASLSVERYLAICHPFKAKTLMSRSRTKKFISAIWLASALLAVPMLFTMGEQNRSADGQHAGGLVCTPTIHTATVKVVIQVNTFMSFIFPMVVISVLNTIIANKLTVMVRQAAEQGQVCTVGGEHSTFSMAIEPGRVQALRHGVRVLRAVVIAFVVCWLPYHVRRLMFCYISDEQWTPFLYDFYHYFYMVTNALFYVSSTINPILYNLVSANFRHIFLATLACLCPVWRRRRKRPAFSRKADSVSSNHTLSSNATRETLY
UTI89 phage lysis = inhibition of K1F phage lysis, E. coli UTI89, bacterial capsule biogenesis inhibitors, alamar blue (AID 488966); E. coli UTI89 K1F phage lysis, alamar blue, 2 h; higher % means a stronger effect; one-dose inhibition, % at 100 µM; IC50 in µM for titrated hits; 340,000 compounds, 0.02% hits;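 active means phage lysis inhibition, versus mean bacterial control, above a set limit; inconclusive means no clear call, values can overlap the other calls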;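 further: capsule biogenesis inhibitors block K1F phage lysis so surviving cells raise fluorescence; higher fluorescence means more inhibition of phage lysis; actives were called in the ten point dose series up to 300 µM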
Dengue-2 NS5 capping = Dengue-2 NS5 methyltransferase inhibitors, primary screen, biochemical, confirmation dose response (AID 588689) | Dengue-2 NS5 methyltransferase capping enzyme assay, biochemical; higher % means a stronger effect | inhibition, % at 25 µM, or IC50 in µM where a hit was titrated | 340,000 compounds, 0.3% hits; in the data active means a potency from the dose series; inconclusive means inhibition above about 29% without an active follow-up result
NTR1 agonist cell count 20 µM = second read-out of NTR1 agonist, no call of its own (marks repeat the call); cell count; measured here: cell count, cytotoxicity flag
Numbers without * were called inactive; [ ] = remark or other dose. The list is partial; rates above refer to the full screens.

`CCN(c1ccccc1)S(=O)(=O)c1ccc(C(=O)N2CC(C)CC(C)C2)cc1` (configuration not stated) gave NTR1 agonist 2.1, UTI89 phage lysis 0.7%[50 µM], Dengue-2 NS5 capping 0.7% and NTR1 agonist cell count 20 µM 63.
COc1cc(NC(=O)COC(=O)Cc2ccsc2)cc(OC)c1 was read as NTR1 agonist 0.4, UTI89 phage lysis -0.3%[50 µM], Dengue-2 NS5 capping 0.0% and NTR1 agonist cell count 20 µM 67.
For CCOC(=O)C1=C(C)NC(=O)NC1C(C)C (configuration not stated) the results were NTR1 agonist 8.0, UTI89 phage lysis 3.0%, Dengue-2 NS5 capping -9.8% and NTR1 agonist cell count 20 µM 38.
O=C(NC1CCC(O)CC1)c1ccc2c(c1)S(=O)(=O)N=C1CCCCCN12 (configuration not stated) was read as NTR1 agonist -0.8, UTI89 phage lysis 1.1%[50 µM], Dengue-2 NS5 capping -11.1% and NTR1 agonist cell count 20 µM 56.
CCC(C)NC(=O)CSc1ccc(S(=O)(=O)N2CCN(Cc3ccccc3)CC2)cn1 (configuration not stated) was read as NTR1 agonist 1.8, UTI89 phage lysis 0.5%[50 µM], Dengue-2 NS5 capping 18.3% and NTR1 agonist cell count 20 µM 62.
Screening O=C(CN1C(=O)C2CC=CCC2C1=O)Nc1ccccc1N1CCCC1 (configuration not stated) returned NTR1 agonist -1.1, UTI89 phage lysis 0.5%[50 µM], Dengue-2 NS5 capping 0.0% and NTR1 agonist cell count 20 µM 67.
For Cc1ccc(S(=O)(=O)N2CCOCC2)cc1C(=O)N1CCc2ccccc21 the results were NTR1 agonist 0.0, UTI89 phage lysis -2.2%, Dengue-2 NS5 capping -1.6% and NTR1 agonist cell count 20 µM 41.
For CC(C)=CCC/C(C)=C/CNC(=O)C[C@H]1C[C@H](C(=O)N2CCCCC2)[C@@]2(CCc3ccccc3)c3[nH]c4ccc(Cl)cc4c3CCN2C1=O the results were NTR1 agonist 1.1, UTI89 phage lysis 0.2%, Dengue-2 NS5 capping -1.3% and NTR1 agonist cell count 20 µM 53.
CCN(C(=O)COC(=O)c1ccc[nH]c1=O)c1cccc2ccccc12 was read as NTR1 agonist 1.1, UTI89 phage lysis 0.2%, Dengue-2 NS5 capping 3.2% and NTR1 agonist cell count 20 µM 58.
For O=C1CCCN1C(=O)CSc1ncnc2sccc12 the results were NTR1 agonist -0.5, UTI89 phage lysis 0.5%[50 µM], Dengue-2 NS5 capping 3.7% and NTR1 agonist cell count 20 µM 60.
Screening COc1cccc(NC(=O)CN(C)C(=O)c2cc(-c3ccc(F)cc3)nc3ccccc23)c1 returned NTR1 agonist 7.6, UTI89 phage lysis 0.3%[50 µM], Dengue-2 NS5 capping 8.0% and NTR1 agonist cell count 20 µM 60.
`CN1CCN(c2ccc(NC(=O)c3cccc(S(=O)(=O)N4CCCC4)c3)cc2)CC1` gave NTR1 agonist 0.2, UTI89 phage lysis 0.5%[50 µM], Dengue-2 NS5 capping -5.6% and NTR1 agonist cell count 20 µM 55.
`O=S(=O)(c1ccccc1)c1nc(-c2ccccc2Cl)oc1NCCCN1CCOCC1` gave NTR1 agonist 1.7, UTI89 phage lysis 3.1%, Dengue-2 NS5 capping -10.8% and NTR1 agonist cell count 20 µM 57.
Screening COc1ccc2oc(C(=O)Nc3nnc(C)s3)c(C)c2c1 returned NTR1 agonist 0.3, UTI89 phage lysis 0.1%[50 µM], Dengue-2 NS5 capping -3.7% and NTR1 agonist cell count 20 µM 56.
Cc1cccc(NC(=O)NNC(=O)c2ccccn2)c1 was read as NTR1 agonist 0.3, UTI89 phage lysis 0.6%[50 µM], Dengue-2 NS5 capping -11.1% and NTR1 agonist cell count 20 µM 62.
Cc1ccc(C)c(S(=O)(=O)Nc2cc3c4c(c2)CC(=O)N4CCC3)c1 was read as NTR1 agonist -0.1, UTI89 phage lysis 0.8%[50 µM], Dengue-2 NS5 capping -8.7% and NTR1 agonist cell count 20 µM 51.
O=C(OCC(=O)N1CCCC1)c1cnc(Cl)c(Cl)c1 was read as NTR1 agonist 0.0, UTI89 phage lysis -0.9%, Dengue-2 NS5 capping 2.7% and NTR1 agonist cell count 20 µM 43.
For O=C(Nc1cccc(S(=O)(=O)N2CCCCC2)c1)c1ccc(Cl)nc1 the results were NTR1 agonist -0.6, UTI89 phage lysis 0.5%[50 µM], Dengue-2 NS5 capping 0.0% and NTR1 agonist cell count 20 µM 62.
CN(CC(=O)NC(=O)Nc1ccccc1F)Cc1ccccc1F was read as NTR1 agonist 2.4, UTI89 phage lysis 3.7%, Dengue-2 NS5 capping 6.2% and NTR1 agonist cell count 20 µM 39.
Screening COc1cccc(NC(=O)CN(C)C(=O)CC2Sc3ccccc3NC2=O)c1 (configuration not stated) returned NTR1 agonist 2.6, UTI89 phage lysis 1.0%[50 µM], Dengue-2 NS5 capping -8.9% and NTR1 agonist cell count 20 µM 69.

Ordered by number of heavy atoms (lowest first): part of the list above.
COc1cc(NC(=O)COC(=O)Cc2ccsc2)cc(OC)c1 was read as NTR1 agonist 0.4, UTI89 phage lysis -0.3%[50 µM], Dengue-2 NS5 capping 0.0% and NTR1 agonist cell count 20 µM 67.
`O=S(=O)(c1ccccc1)c1nc(-c2ccccc2Cl)oc1NCCCN1CCOCC1` gave NTR1 agonist 1.7, UTI89 phage lysis 3.1%, Dengue-2 NS5 capping -10.8% and NTR1 agonist cell count 20 µM 57.
For CC(C)=CCC/C(C)=C/CNC(=O)C[C@H]1C[C@H](C(=O)N2CCCCC2)[C@@]2(CCc3ccccc3)c3[nH]c4ccc(Cl)cc4c3CCN2C1=O the results were NTR1 agonist 1.1, UTI89 phage lysis 0.2%, Dengue-2 NS5 capping -1.3% and NTR1 agonist cell count 20 µM 53.

Next section.
For Cc1ccc(C)c(C(=O)COC(=O)c2n[nH]c3ccccc23)c1 the results were NTR1 agonist 16.7, UTI89 phage lysis -5.5%, Dengue-2 NS5 capping -6.2% and NTR1 agonist cell count 20 µM 38.
Screening Cc1ccc(C(=O)OCC(=O)NCCN2C(=O)CSC2=O)cc1[N+](=O)[O-] returned NTR1 agonist -2.8, UTI89 phage lysis 1.4%[50 µM], Dengue-2 NS5 capping 2.9% and NTR1 agonist cell count 20 µM 49.
COC(=O)C1NC(=O)N2C(C(=O)OC)C(C)(C)S[C@H]12 (some centres not stated) was read as NTR1 agonist -1.2, UTI89 phage lysis 0.6%, Dengue-2 NS5 capping -8.9% and NTR1 agonist cell count 20 µM 51.
Cc1ccc(S(=O)(=O)CC(=O)N(CCCN(C)C)c2nc3ccc(C)cc3s2)cc1 was read as NTR1 agonist 4.4, UTI89 phage lysis 1.3%[50 µM], Dengue-2 NS5 capping -5.2% and NTR1 agonist cell count 20 µM 58.
`COc1ccccc1NC(=O)c1cc2c(cc1Cl)N1CCCCCC1=NS2(=O)=O` gave NTR1 agonist 0.0, UTI89 phage lysis -1.2%, Dengue-2 NS5 capping -1.2% and NTR1 agonist cell count 20 µM 48.
Cc1ccc(C(=O)NNC(=O)c2n[nH]c(=O)c3ccccc23)cc1C was read as NTR1 agonist -0.7, UTI89 phage lysis 0.1%, Dengue-2 NS5 capping -2.9% and NTR1 agonist cell count 20 µM 86.
`CCc1cc(C(=O)N2CCN(C(=O)c3ccco3)CC2)sc1C` gave NTR1 agonist 0.1, UTI89 phage lysis 0.9%[50 µM], Dengue-2 NS5 capping -7.3% and NTR1 agonist cell count 20 µM 76.
CCN(CC(=O)Nc1ccc(OC)cc1)C(=O)c1ccc2c(c1)NC(=O)C(C)S2 (configuration not stated) was read as NTR1 agonist -0.2, UTI89 phage lysis -0.2%[50 µM], Dengue-2 NS5 capping -5.1% and NTR1 agonist cell count 20 µM 66.
`NC(=O)C1CCN(C(=O)c2cc(-c3ccc(Cl)s3)nc3ccccc23)CC1` gave NTR1 agonist -2.8, UTI89 phage lysis -0.5%[50 µM], Dengue-2 NS5 capping -6.6% and NTR1 agonist cell count 20 µM 29.
For OCCCn1c(CCNc2nc(-c3ccc(F)cc3)cs2)nc2cc(C(F)(F)F)ccc21 the results were NTR1 agonist 11.5, UTI89 phage lysis 4.3%, Dengue-2 NS5 capping -5.7% and NTR1 agonist cell count 20 µM 109.
`COc1ccc(-c2cnc(SCCNC(=O)c3ccc4c(c3)OCO4)[nH]2)cc1` gave NTR1 agonist 0.4, UTI89 phage lysis 1.1%[50 µM], Dengue-2 NS5 capping -0.7% and NTR1 agonist cell count 20 µM 42.
For Cc1ccc(C(=O)N/C(=C\c2ccccc2)C(=O)NCc2ccncc2)cc1 the results were NTR1 agonist 1.3, UTI89 phage lysis -0.4%[50 µM], Dengue-2 NS5 capping 2.4% and NTR1 agonist cell count 20 µM 61.
Screening COc1ccc(NC(=O)CN(C)C(=O)CNC(=O)c2ccc3ccccc3c2)cc1 returned NTR1 agonist -0.5, UTI89 phage lysis 0.6%[50 µM], Dengue-2 NS5 capping 0.7% and NTR1 agonist cell count 20 µM 65.
For O=C(COc1ccc(-c2ccccc2)cc1)NNC(=O)Nc1ccccc1 the results were NTR1 agonist -1.1, UTI89 phage lysis 0.3%[50 µM], Dengue-2 NS5 capping -7.4% and NTR1 agonist cell count 20 µM 84.
`Cc1ccc(S(=O)(=O)N/N=C/c2ccc(OCC(=O)NC(C)C)cc2)cc1` gave NTR1 agonist 0.9, UTI89 phage lysis 0.1%, Dengue-2 NS5 capping -5.9% and NTR1 agonist cell count 20 µM 41.
O=C(COc1ccc(S(=O)(=O)N2CCOCC2)cc1)Nc1ccc(Br)cc1 was read as NTR1 agonist -2.4, UTI89 phage lysis 0.1%[50 µM], Dengue-2 NS5 capping 2.2% and NTR1 agonist cell count 20 µM 52.
O=C(COC(=O)c1ccccn1)Nc1ccc2c(c1)OCCO2 was read as NTR1 agonist -0.8, UTI89 phage lysis 0.8%[50 µM], Dengue-2 NS5 capping -11.4% and NTR1 agonist cell count 20 µM 50.
For CCN(CC(=O)NCc1ccc(F)cc1)C(=O)C(C)Oc1cccc(Cl)c1 (configuration not stated) the results were NTR1 agonist -0.6, UTI89 phage lysis 0.4%[50 µM], Dengue-2 NS5 capping -4.5% and NTR1 agonist cell count 20 µM 80.
Screening COc1ccc(Cl)cc1NC(=O)COC(=O)C1COc2ccccc2O1 (configuration not stated) returned NTR1 agonist -1.3, UTI89 phage lysis 0.0%[50 µM], Dengue-2 NS5 capping 5.6% and NTR1 agonist cell count 20 µM 66.
CCOc1ccccc1OCC(=O)OC(C)C(=O)Nc1ncc(Cl)cc1Cl (configuration not stated) was read as NTR1 agonist -1.6, UTI89 phage lysis 0.3%[50 µM], Dengue-2 NS5 capping -5.6% and NTR1 agonist cell count 20 µM 53.
CC(=O)N1CCN(c2ccc(S(=O)(=O)N3CCCCC3)cc2[N+](=O)[O-])CC1 was read as NTR1 agonist 0.7, UTI89 phage lysis -3.5%, Dengue-2 NS5 capping 3.2% and NTR1 agonist cell count 20 µM 64.
COC(=O)[C@]1(Cc2ccccc2)N[C@H](c2ccc(-c3ccc4c(c3)OCO4)cc2)[C@@H]2C(=O)N(C)C(=O)[C@@H]21 was read as NTR1 agonist 2.0, UTI89 phage lysis 1.9%, Dengue-2 NS5 capping 1.6% and NTR1 agonist cell count 20 µM 90.
`Cc1ccc(SCC(=O)OCC(=O)NCc2cccs2)cc1` gave NTR1 agonist 1.7, UTI89 phage lysis 0.9%[50 µM], Dengue-2 NS5 capping -1.4% and NTR1 agonist cell count 20 µM 68.
Screening COC(=O)c1ccc(-n2c(C)cc(C(=O)COC(=O)C3=COCCO3)c2C)cc1 returned NTR1 agonist -1.8, UTI89 phage lysis 1.5%, Dengue-2 NS5 capping inconclusive and NTR1 agonist cell count 20 µM 49.
`Cc1sc2ncnc(N3CCC(C(=O)N(C)CC(=O)Nc4ccc(Cl)c(C(F)(F)F)c4)CC3)c2c1C` gave NTR1 agonist 8.8, UTI89 phage lysis -1.0%[50 µM], Dengue-2 NS5 capping -3.6% and NTR1 agonist cell count 20 µM 53.
For COC(=O)C1=C[C@@H](C(=O)OC)[C@@H]2C3=C(C(=O)[C@]2(CC(C)C)NC(=O)c2ccccc2)[C@H](C)n2c(=O)n(-c4ccccc4)c(=O)n2[C@@H]3C1 the results were NTR1 agonist -2.7, UTI89 phage lysis 2.4%, Dengue-2 NS5 capping 0.8% and NTR1 agonist cell count 20 µM 42.
`CCOC(=O)C1=C(COC(=O)Cc2ccc(Cl)cc2)NC(=O)NC1C` (configuration not stated) gave NTR1 agonist 0.1, UTI89 phage lysis 1.0%[50 µM], Dengue-2 NS5 capping -2.9% and NTR1 agonist cell count 20 µM 71.
Screening CC1(C)CC2CC(C)(CN2C(=O)COC(=O)c2ccc(O)cc2O)C1 (configuration not stated) returned NTR1 agonist 2.0, UTI89 phage lysis 0.6%[50 µM], Dengue-2 NS5 capping -8.3% and NTR1 agonist cell count 20 µM 53.
O=C1CC2(CCN(C(=O)COc3ccc(Cl)cc3)CC2)Oc2ccccc21 was read as NTR1 agonist -0.1, UTI89 phage lysis -0.3%[50 µM], Dengue-2 NS5 capping -9.6% and NTR1 agonist cell count 20 µM 62.
Screening O=C(O)C[C@H]1c2cc(F)ccc2S(=O)(=O)N1C1CCCC1 returned NTR1 agonist -0.6, UTI89 phage lysis 1.0%, Dengue-2 NS5 capping 2.4% and NTR1 agonist cell count 20 µM 104.
Screening CC(CCc1ccc(O)cc1)NCCc1ccc(O)c(O)c1 (configuration not stated) returned NTR1 agonist 1.5, UTI89 phage lysis -1.5%, Dengue-2 NS5 capping 1.5% and NTR1 agonist cell count 20 µM 67.
